Bioassay records: PubChem BioAssay, The Scripps Research Institute Molecular Screening Center
Nox1 inhibitor: inhibitors of human NADPH oxidase 1 (Nox1); Q9Y5S8; HT29 cells, luminol chemiluminescence ROS; inhibition, % at 6.7 µM; 16,000 tested, 0.81% active; AID 1792, 2009
S1P1 ag: activates the human S1P1 receptor | Sphingosine 1-phosphate receptor 1 (Homo sapiens), P21453 | S1P1 agonist cell-based reporter assay | activation, % at 4.5 µM | 16,000 tested, 1.5% active | AID 1044, 2008; in the data active = activation above about 80%
Luminol counter: counter-screen for Nox1 inhibitors: inhibitors of luminol chemiluminescence. inhibition, % at 6.7 µM. 16,000 tested, 0.4% active. HRP/luminol/H2O2 chemiluminescence counterscreen; note: reference of the scale not given here
PME-1 Maybridge: inhibitors of human PME-1 in Maybridge library; 16,000 tested, 0.5% active; Protein phosphatase methylesterase 1 (Homo sapiens), Q9Y570; inhibition, % at 9 µM; recombinant PME-1, FP-Rh probe fluorescence polarization; in the data active = inhibition above about 30%
Target sequence (Q9Y570 whole entry, looked up): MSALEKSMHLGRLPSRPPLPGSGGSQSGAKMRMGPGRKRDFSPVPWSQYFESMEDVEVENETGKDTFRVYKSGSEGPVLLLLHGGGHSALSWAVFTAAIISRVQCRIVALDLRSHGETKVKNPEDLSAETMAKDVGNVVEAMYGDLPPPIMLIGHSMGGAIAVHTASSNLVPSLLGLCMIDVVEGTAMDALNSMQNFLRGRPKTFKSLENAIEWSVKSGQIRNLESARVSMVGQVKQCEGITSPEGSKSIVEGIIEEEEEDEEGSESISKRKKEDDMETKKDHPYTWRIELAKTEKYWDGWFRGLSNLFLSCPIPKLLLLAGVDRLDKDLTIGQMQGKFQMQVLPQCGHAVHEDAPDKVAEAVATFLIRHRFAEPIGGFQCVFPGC
TLR4 MyD88 blk: inhibitors of human TLR4-MyD88 binding; AID 811, 2007; 16,000 tested, 0.06% active; Cell-based TLR4-MyD88 binding inhibition assay; Toll-like receptor 4 (Homo sapiens), O00206; inhibition, % at 10 µM; in the data active = inhibition above about 45%
OPRK1 antag MB: antagonists of human kappa opioid receptor OPRK1, Maybridge library; Kappa-type opioid receptor (Homo sapiens), P41145; OPRK1 cells, antagonist mode, fluorescence readout; inhibition, % at 9 µM; 16,000 tested, 0.4% active; AID 652031, 2013; in the data active = inhibition above about 50%
rat GALR2 ag: agonists of rat galanin receptor 2 (GALR2); Galanin receptor type 2 (Rattus norvegicus), O08726; cell-based GALR2 agonist screen; activation, % at 10 µM; 16,000 tested, 0.5% active; AID 833, 2007; in the data active = activation above about 15%
Target sequence (O08726 whole entry, looked up): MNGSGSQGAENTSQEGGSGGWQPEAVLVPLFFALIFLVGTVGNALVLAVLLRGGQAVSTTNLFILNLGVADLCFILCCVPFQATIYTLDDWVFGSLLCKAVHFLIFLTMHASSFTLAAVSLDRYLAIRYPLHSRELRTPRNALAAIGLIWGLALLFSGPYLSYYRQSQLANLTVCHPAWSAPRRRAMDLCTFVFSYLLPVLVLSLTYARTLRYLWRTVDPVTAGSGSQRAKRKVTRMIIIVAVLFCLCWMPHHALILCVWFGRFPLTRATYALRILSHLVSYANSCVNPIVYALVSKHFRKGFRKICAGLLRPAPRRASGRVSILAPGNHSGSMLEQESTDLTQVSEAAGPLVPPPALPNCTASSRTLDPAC
NOTCH ag: agonists of NOTCH signaling; 15,000 tested, 0.4% active; NOTCH signaling luciferase reporter cells, luminescence; AID 434982, 2010; activation, % at 2.5 µM; in the data active = activation above about 2.2%
An asterisk follows results filed as active; nt = not tested or not shown. Cut-off read from the data, not from the text of the source, unless noted: active = inhibition above about 75%; inactive = the rest.

SMILES	Nox1 inhibitor	S1P1 ag	Luminol counter	PME-1 Maybridge	TLR4 MyD88 blk	OPRK1 antag MB	rat GALR2 ag	NOTCH ag
O=C1NCCN1CCNS(=O)(=O)c1ccc(S(=O)(=O)c2ccccc2)s1	-61	84*	3	4	16	0	5	-1.0
Cn1cnc(S(=O)(=O)Nc2ccccc2SCCS(=O)(=O)c2ccc(Cl)cc2)c1	18	0	-7	11	-2	6	-7	0.1
COc1ccc(-c2nc(-c3ccncc3)[nH]c(=O)n2)cc1	-21	-8	-2	1	-2	10	-7	-0.2
N#C/C(N=Cc1cccs1)=C(\C#N)NCc1ccccc1Sc1ccc(Cl)cc1	-6	-6	1	1	2	-5	-8	-0.7
O=[N+]([O-])c1cn[nH]c1/C=N/O	-23	11	-3	0	8	34	-7	-0.4
O=S(=O)(Cc1ccc2nonc2c1)c1cccs1	-38	-27	-1	3	-3	24	-2	-0.1
CC1(C)CC(=O)C=C(Nc2ccc(F)cc2)C1	-61	-19	-3	-8	-8	9	6	0.0
CCCc1c(C(=O)NCc2cc(F)cc3c2OCOC3)cnn1-c1ccccc1	-28	8	-5	1	7	-9	-5	-0.9
O=C1COCC(=O)N1c1ccc(I)cc1	4	5	-4	5	0	-13	-4	0.5
COc1cc(C(CC(=O)O)CC(=O)CNc2ccc3c(c2)OCCCO3)cc(OC)c1OC (centres undefined)	-19	-13	4	0	1	11	-6	-0.3
CSc1sc(C(=O)/C=C/N(C)C)c(-c2ccccc2)c1C#N	-69	4	1	0	1	-15	-8	-0.5
CCOC(=O)NNC1(C#N)CCSC1 (centres undefined)	17	7	-4	7	-4	-8	-8	1.9
CCOC(=O)CSc1c(C)[nH]c2ccccc12	-6	-8	-1	7	-13	16	-8	-0.1
COc1ccc(/C=C2/N=C(c3ccccc3)NN(Cc3ccccc3)C2=O)cc1	-102	6	2	1	2	11	-7	-0.5
C=CCn1c(SCc2n[nH]c(=S)o2)nnc1-c1ccccc1	10	5	60	6	1	-7	-8	0.2
CCC(=O)C1C(=O)c2ccccc2C1=O	20	11	-6	6	7	12	-1	-0.2
CC(O)C(Nc1ccccc1CC(=O)OC(C)(C)C)C(=O)O (centres undefined)	-91	-1	1	-2	10	10	-6	-0.4
COC(=O)c1c(-c2c(Cl)cccc2Cl)noc1C(=O)NOC(=O)c1ccco1	-38	-3	3	0	10	-1	-6	-0.5
N#Cc1cnn(S(=O)(=O)c2ccc(Cl)cc2)c1C1CC1	-11	-5	0	-2	9	9	-6	-0.8
CCN(CC)C(=O)c1cccc2c1C(=O)c1ccccc1-2	14	10	-6	8	5	-1	-4	-0.5
FC(F)(F)c1cccc(N2CCNC2=S)c1	-13	0	-2	2	-6	15	-7	-1.8
CN(C)/C=C\c1ccnc(-c2cc(/C=C\N(C)C)ccn2)c1	-37	5	2	-81	5	-6	-9	-0.1
Cc1ccc(-c2nnn(CC(=O)C(C)(C)C)n2)cc1Cl	-26	6	3	-3	3	7	-7	0.1
Cc1cc(NC(=O)Nc2scc(S(=O)(=O)c3ccc(Cl)cc3)c2C)on1	-43	27	3	-28	-10	-8	-7	0.2
Nc1nc(-c2ccc3c(c2)CCCC3)cc(C(F)(F)F)n1	-28	76	-1	1	2	-10	-5	0.4
CS(=O)(=NS(=O)(=O)c1cc(S(=O)(=O)c2ccccc2)cs1)c1ccc(Cl)cc1 (centres undefined)	-4	38	-8	15	-8	-21	-4	-0.4
CC(=O)Nc1cccc(OCCCNS(=O)(=O)c2ccc(Oc3cccc(Cl)c3C#N)cc2)c1	0	93*	-3	14	-2	-5	-6	-0.7
CC1CN(c2ccc([N+](=O)[O-])cn2)CC(C)O1 (centres undefined)	21	-3	-2	1	-11	4	-2	0.3
COc1c(Cl)cccc1-c1cn2ccc(C)cc2n1	-29	0	-1	-3	-5	-6	-10	-0.8
Cc1ccc(COc2ncnc3cc(Cl)ccc23)cc1	-38	-16	3	0	nt	-2	46*	-0.8
Cc1nc(-c2nc(-c3c(C(=O)NNC(=O)Nc4cccc(Cl)c4)noc3C)cs2)cs1	13	7	3	1	-7	-26	-6	-0.3
CNC(=O)c1ccccc1I	16	2	-3	-5	-2	-1	-5	-0.7
COC(=O)c1sc2ccccc2c1OC(=O)c1c(-c2c(Cl)cccc2Cl)noc1C	-37	29	3	-3	10	4	-10	-0.1
COC(=O)c1sc(OC)cc1OC(=O)c1ccccc1C	-7	17	-1	8	5	-9	-10	-0.3
Cc1ccc(S(=O)(=O)ONCCN)cc1	-22	7	-1	3	-277	1	-6	-0.2
Nc1n[nH]c(C2CC2)c1N=Nc1ccc(Cl)c(Cl)c1	-28	33	7	21	3	1	-11	-0.1
CC(=O)Nc1ccc(N2CCN(c3ccc(C(F)(F)F)cn3)CC2)nc1	-17	11	-2	3	-3	13	3	-0.3
CSc1sc(C(=O)N2CCc3ccccc32)cc1S(=O)(=O)C(C)C	0	10	-5	6	2	-10	-7	-5.0
CN(C)c1ccc(C(=O)NNC(=O)CCc2nc(-c3ccc(Cl)cc3)no2)cc1	49	9	-1	-2	-4	-7	-5	0.3
Cc1cc(-c2nc(C)c(C(=O)NN)s2)no1	-27	-15	1	2	3	8	-8	-0.9
O=c1n(-c2ccccc2)c(=O)n2n1C1CCC2C1	30	-11	-7	8	-6	6	-5	-5.9
O=C1c2cccc3c(Sc4ccccc4)ccc(c23)C(=O)N1NCCO	17	2	-6	11	-11	11	-1	0.0
CN1OC(COS(=O)(=O)c2ccc([N+](=O)[O-])cc2)CC12C1CC3CC(C1)CC2C3 (centres undefined)	-8	8	-2	5	6	0	-5	0.7
CCCS(=O)(=O)c1cnc2cc(C3CC3)nn2c1N	13	-13	-5	7	-3	-6	-5	0.1
CC(=O)OCC(=O)[C@@]1(O)[C@H](C)CC2C3CCC4CC(=O)C=CC4(C)C3[C@H](O)CC21C (some centres undefined)	-19	2	0	2	-8	-6	-2	-0.7
Nc1nccnc1C(=O)NNS(=O)(=O)c1ccc(Cl)cc1	30	3	18	2	-4	0	0	-0.5
Cn1ncc2c(=O)sc(NC(=O)c3ccccc3)nc21	-5	-7	-3	3	1	-3	-3	-0.4
CSc1sc(-c2ccn[nH]2)c(-c2ccco2)c1C#N	-47	-4	2	-9	1	2	-5	-0.6
CCOC(=O)Cc1c(C(=O)OCC)c(C)cn1C	-123	-2	6	0	2	9	-5	-0.4
COC(=O)c1cnc(N/N=C\c2cccc(Cl)c2)nc1C(F)(F)F	-14	14	8	-15	-4	0	-8	-0.2
CCn1nc(C)cc1-c1nnc(SCC(=O)c2cccc([N+](=O)[O-])c2)o1	15	15	69	8	-7	-9	-5	-0.1
CCOC(=O)N1CCC(NS(=O)(=O)c2c(C)noc2C)CC1	-29	1	-5	2	9	6	-4	-0.1
CSC(=Nc1c(C)nn(C)c1C)NC#N	-16	-2	-8	4	-8	6	-6	-0.3
Cc1cc(C(=O)O/N=C(\N)c2ccc([N+](=O)[O-])o2)nn1-c1c(Cl)cc(Cl)cc1Cl	4	-15	-6	3	-19	0	-1	-1.1
Cc1ccc(S(=O)(=O)/N=C(\N)Nc2nc(C)cs2)cc1	-26	-1	8	1	7	2	-1	-0.5
CCOC(=O)c1sc(SCc2ccccc2)c2c1CC(c1ccc(OC)cc1)CC2=O (centres undefined)	-39	-8	3	-4	-4	-9	-9	-0.4
COc1ccccc1Oc1ccc(C(F)(F)F)cc1NC(=O)NC(=O)c1ccccc1F	-40	9	2	0	-3	-8	3	-0.3
Cc1cc(=O)[nH]n(-c2ccccc2)c1=O	-32	3	9	2	nt	14	-10	-0.2
Cc1nn(Cc2nnc(SCC(=O)C(C)(C)C)o2)c(C)c1Br	6	-5	-4	5	-13	-18	-5	-0.3
Clc1ccc(-c2csc(N/N=C\c3ccn[nH]3)n2)cc1	19	9	1	-6	-8	13	-8	-0.5

Part of the list above, showing only TLR4 MyD88 blk and Nox1 inhibitor.
molecule,TLR4 MyD88 blk,Nox1 inhibitor
CCCS(=O)(=O)c1cnc2cc(C3CC3)nn2c1N,-3,13
CC(=O)OCC(=O)[C@@]1(O)[C@H](C)CC2C3CCC4CC(=O)C=CC4(C)C3[C@H](O)CC21C (some centres undefined),-8,-19
Nc1nccnc1C(=O)NNS(=O)(=O)c1ccc(Cl)cc1,-4,30
Cn1ncc2c(=O)sc(NC(=O)c3ccccc3)nc21,1,-5

Next part.
SMILES	Nox1 inhibitor	S1P1 ag	Luminol counter	PME-1 Maybridge	TLR4 MyD88 blk	OPRK1 antag MB	rat GALR2 ag	NOTCH ag
S=C(NCCCN1CCOCC1)N1CCN(C(=S)NCCCN2CCOCC2)CC1	-100	-13	0	1	7	18	-5	-0.1
CCOC(=O)c1cc(C)nn1-c1nc2ccc(Cl)cc2s1	15	25	-7	2	4	-10	-4	-1.0
Nc1cnc(Sc2ccccc2)c(C(F)(F)F)c1	-57	-15	0	4	0	11	-4	-0.3
Clc1cc(Cl)cc(C=NCc2ccccc2)c1	8	-2	0	4	-1	24	9	0.1
CC(=O)c1ccc(Oc2cccc(Cl)c2C#N)cc1	20	5	1	2	2	-8	-5	-0.1
Cc1ccc(S(=O)(=O)NC(=O)N2CCN(Cc3ccccc3)CC2)cc1	-35	-21	0	-1	-6	-6	-6	-0.5
Cc1cnc(NS(=O)(=O)c2cn(C)cn2)c(Br)c1	-65	2	3	-2	9	3	-4	-0.5
N#C/C(=C\Nc1cc(C(F)(F)F)cc(C(F)(F)F)c1)S(=O)(=O)c1ccc(Cl)cc1	42	87*	3	-2	-4	28	-10	nt
O=S(=O)(CCSc1ccc(Cl)cc1)CCSc1ccc(Cl)cc1	-19	-7	-1	0	5	16	-1	-0.5
O/N=C/c1cc2c(cc1Br)OCO2	-10	-2	-1	-1	-10	9	-8	0.0
Nc1ncc(-c2nc3ccccc3s2)c(N)n1	5	2	-7	23	-1	5	-5	0.2
NS(=O)(=O)c1ccc(CNS(=O)(=O)c2ccc(-c3ccccn3)s2)cc1	-5	-12	3	-1	3	-9	-2	-0.5
NC(=O)c1c(N)sc2c1CCC2	-25	4	3	3	1	5	-3	-0.1
O=C(Nc1cccs1)N1CCN(c2ncccn2)CC1	-87	8	5	1	nt	-2	-4	-0.2
COC(=O)c1sc(-c2cccs2)cc1NC(=O)/C=C/C(=O)O	-68	9	4	-6	-5	21	-5	-0.1
OC[C@H](O)[C@H](O)[C@@H](O)C1Nc2ccccc2S1 (some centres undefined)	8	-6	-4	6	0	20	-5	-0.1
N#CCS(=O)(=O)c1ccc(Cl)cc1	-35	-8	4	-5	-11	-6	-3	-0.4
CCCCNc1[nH]n2c(=O)cc(C)nc2c1C(=O)OCC	-55	12	3	2	8	-4	-5	-1.1
CCOC(=O)C1=C(C)NC(=O)NC1c1cccs1 (centres undefined)	-9	0	-2	2	-2	-3	-6	-0.2
O=S1(=O)CCC(NS(=O)(=O)c2ccc(Cl)cc2)C1 (centres undefined)	22	17	-6	3	3	3	-2	nt

Among those listed so far, these contain a COOH group.
SMILES	Nox1 inhibitor	S1P1 ag	Luminol counter	PME-1 Maybridge	TLR4 MyD88 blk	OPRK1 antag MB	rat GALR2 ag	NOTCH ag
COc1cc(C(CC(=O)O)CC(=O)CNc2ccc3c(c2)OCCCO3)cc(OC)c1OC (centres undefined)	-19	-13	4	0	1	11	-6	-0.3
CC(O)C(Nc1ccccc1CC(=O)OC(C)(C)C)C(=O)O (centres undefined)	-91	-1	1	-2	10	10	-6	-0.4
COC(=O)c1sc(-c2cccs2)cc1NC(=O)/C=C/C(=O)O	-68	9	4	-6	-5	21	-5	-0.1

Next section
SMILES	Nox1 inhibitor	S1P1 ag	Luminol counter	PME-1 Maybridge	TLR4 MyD88 blk	OPRK1 antag MB	rat GALR2 ag	NOTCH ag
C/C(=C\c1cccs1)[N+](=O)[O-]	-33	-3	4	6	-8	14	-3	0.4
CNC(=S)N(C)NC(=S)Nc1ccc(F)c(Cl)c1	10	-9	6	3	0	-9	-7	-0.5
COc1cccc(C2Nc3ccccc3C(=O)N2NS(=O)(=O)c2ccc(C)cc2)c1O (centres undefined)	30	-4	99*	8	-6	7	-7	-0.3
O=C(Nc1ccc(OCc2ccccc2)cc1)OCCn1ncc2ccccc2c1=O	22	-4	-20	-3	-4	5	-2	0.6
COc1ccc(C(=O)COc2ncnc3cc(Cl)ccc23)cc1	5	3	-2	-2	-14	20	-8	-0.6
CSc1nc2cc(C)nn2c(-c2ccco2)c1C#N	6	-4	-7	4	-5	-16	-6	-0.3

Single records, from the list above. Screens in order: Nox1 inhibitor	S1P1 ag	Luminol counter	PME-1 Maybridge	TLR4 MyD88 blk	OPRK1 antag MB	rat GALR2 ag	NOTCH ag
`CSc1nc2cc(C)nn2c(-c2ccco2)c1C#N` as listed: 6	-4	-7	4	-5	-16	-6	-0.3
`O=C(Nc1ccc(OCc2ccccc2)cc1)OCCn1ncc2ccccc2c1=O` as listed: 22	-4	-20	-3	-4	5	-2	0.6

These rows are one share of the data; rates above refer to the full screens.
